S2 tox: viability counter-screen for ATXN expression inhibitors; S2 cells (HEK-293 line with an ATXN2-luciferase reporter) viability, CellTiter-Fluor protease fluorescence, 24 h; Potency, µM (titrated, usually from 56.7 µM), actives largely listed as cytotoxic; 400,000 compounds, 0.49% hits; AID 651635; note: potency is the fitted concentration of half-maximal effect; nearly all actives have a fitted effect of over 40% in size
A549 viability: kills or reduces viability of A549 cells in Nrf2 counter-screen. 390,000 compounds, 0.16% hits. A549 ARE-Fluc cells, CellTiter-Fluor viability, 18-24 h. Potency, µM (doses to about 46 µM), without a hit: at the highest dose activity change, negative = cytotoxicity, most hits filed as inhibitors. AID 504648; note: potency is the fitted concentration of half-maximal effect; % is set by controls: 0 for no effect and ±100 for the full control effect
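Cytotoxicity counterscreen: CellTiter-Fluor fluorescence was measured in A549 ARE_Fluc cells after 18-24 h of compound exposure in a concentration series. The subsequent BugLite luminescent read reports ARE-luciferase activity.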
TGFb inhibitor: blocks TGF-b signaling. HepG2 CAGA-GFP TGF-b/SMAD3 reporter, GFP fluorescence, 18 h; TGF-beta stimulated, 500 pg/mL final. Potency, µM (highest dose often 46.1 µM), for inactives: top-dose activity, negative = inhibition, actives largely listed as inhibitors. 410,000 compounds, 1.2% hits. AID 588855; note: potency is the fitted concentration of half-maximal effect; % is set by controls: 0 for no effect and ±100 for the full control effect; nearly all actives have a fitted effect of over 65% in size
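Cell-based qHTS in HEPG2 carrying a CAGA-GFP Smad reporter; compounds added before 500 pg/mL final TGF-beta, 18 h incubation at 37 degrees C, GFP fluorescence quantified per cell by imaging cytometry.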
Nrf2 activator: Nrf2 pathway activation. AREc32 ARE-luciferase reporter (MCF7-derived line), luminescence, 24 h. AID 624171. 410,000 compounds, 0.31% hits. Potency, µM (titrated, usually from 46.1 µM), for inactives: at the highest dose activation, most hits filed as activators; note: potency is the fitted concentration of half-maximal effect; % of control where 0% means no effect; nearly all actives have a fitted effect of over 65% in size
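Reporter line AREc32 (ARE-Fluc), seeded overnight in OPTI-MEM with 5% FBS; compound pin-transferred, 24 hr at 37 deg C, 5% CO2; luminescent read-out.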
MCF10A rerep: induces DNA re-replication in MCF 10a normal breast cells; Potency, µM (highest dose often 46.1 µM), for inactives: at the top dose activity, positive = re-replication, usual class: activators; 350,000 compounds, 2.9% hits; AID 624296; MCF 10A DNA re-replication, Hoechst nuclear intensity, 48 h; note: potency is the fitted concentration of half-maximal effect; % of control where 0% means no effect; nearly all actives have a fitted effect of over 50% in size
ATXN2 expr inh: reduces ATXN2 reporter expression in HEK-293 cells; HEK-293 ATXN2-luciferase reporter, luminescence, 24 h; Potency, µM (top dose mostly 57 µM), inactives show at the top dose activity change, negative = inhibition, actives largely listed as inhibitors; 360,000 compounds, 0.72% hits; note: potency is the fitted concentration of half-maximal effect; % is set by controls: 0 for no effect and ±100 for the full control effect; nearly all actives have a fitted effect of over 55% in size
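ATXN2-luciferase reporter cells (luciferase flanked by upstream and downstream ATXN2 gene portions) were treated 24 h at 37 °C with compounds at up to 57 uM. SteadyGlo luminescence gave expression; GF-AFC fluorescence gave viability.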
IL-1B inflam inh: blocks inflammasome-driven IL-1 beta release; AID 743279; THP-1 LPS/ATP IL-1B secretion, AlphaLISA, 16 h; hits give low values; 360,000 compounds, 4.7% hits; activity change, % at 57.5 µM; in the data active = activity change below about -50%; inconclusive = mostly about -30% to -49%; note: % is set by controls: 0 for no effect and ±100 for the full control effect
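Secreted IL-1B measured by AlphaLISA bead assay after 16 h compound exposure of THP-1 cells; compounds (final up to 57.5 uM) added 1 h before LPS (250 ng/mL) and ATP (1.25 mM) stimulation; lower signal means less secretion.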
HepG2 tox: counter-screen for TGF-b inhibitors: cytotoxicity in HepG2 cells | HepG2 CAGA-GFP viability, ATP luminescence, 18 h | Potency, µM (doses to about 46.1 µM), inactives show top-dose activity change, negative = cytotoxicity, usual class: cytotoxic | 410,000 compounds, 0.76% hits | AID 588856; note: potency is the fitted concentration of half-maximal effect; some results filed as inactive show a strong effect at the top dose
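CellTiter-Glo luminescence gave cytotoxicity after 18 hours at 37 degrees C. The cells were HepG2 CAGA-GFP in 1% FBS DMEM, stimulated with 500 pg/mL TGF-beta after compound addition. %Activity was normalised to no-cell wells (complete cell-killing) and DMSO (no toxicity), and curves were fitted and classified.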
Nrf2 inh: inhibitors of Nrf2 signaling; A549 ARE-Fluc reporter, luciferase luminescence, 18-24 h; Potency, µM (highest dose often 46 µM), for the others: at the top dose activity change, negative = inhibition, usual class: inhibitors; 360,000 compounds, 2.1% hits; AID 504444; note: potency is the fitted concentration of half-maximal effect; % is set by controls: 0 for no effect and ±100 for the full control effect; nearly all actives have a fitted effect of over 60% in size
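Concentration-response testing used A549 ARE_Fluc cells at 5000 cells/well. Following an 18-24 h compound incubation, viability was read by fluorescence (Ex 405/Em 525) and luciferase output by luminescence.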
An asterisk follows results filed as active; i = inactive; u = inconclusive; x = not tested or not shown; & = joins results of further samples; ! = a repeat was not active; [ ] = dose if it differs, or a comment. Unless noted, calls come from the whole dose curve; as a rule, active = well fitted curve in the direction sought with a large enough effect; inconclusive = small, poorly fitted or top-dose-only effect, or another doubt; inactive = no such curve, though single readings can be large; an effect the other way counts as inactive or inconclusive.

1. CCC/C(=N/NC(=O)c1ccc2c(c1)OCO2)c1cccs1
2. C[C@@H]1CCC(=O)N(CC[C@H](Sc2ccccc2)c2ccccc2)CC1
3. Cc1ccc(/C=N/n2c(C3CCCCC3)n[nH]c2=S)o1
4. CCN(Cc1ccncc1)C(=S)NCc1ccccc1
5. CCCNC(=O)c1ccc(Cl)cc1Cl
6. C[C@@H]1C[C@H]2[C@@H]3CCC4=CC(=O)C=C[C@]4(C)[C@@]3(F)[C@@H](O)C[C@]2(C)[C@H]1C(=O)CO

Assay by compound	1	2	3	4	5	6
S2 tox	u	u	i	i	i	i
A549 viability	-6%	-2%	4%	-3%	1%	-1%
TGFb inhibitor	1%	18µM*!	-2%	34%[activator]	2%	-20%
Nrf2 activator	3.1%	8.7%	-0.2%	0.3%	0.8%	-0.6%
MCF10A rerep	-1%	u	3%	11%	0%	11%&6%&2%
ATXN2 expr inh	27%	-7%	-12%	-16%	-2%	1%&-8%
IL-1B inflam inh	9	0	-6	-3	-4	0
HepG2 tox	-5%	-2%&-44%	-26%	15%	12%	-9%
Nrf2 inh	13%	u	1%	14%	-4%	0.018µM*

7. O=C(OCC(=O)N1CCOCC1)c1ccc(Br)cc1
8. O=C(Nc1ccc(NC(=O)c2sc3ccccc3c2Cl)cc1)c1ccco1
9. COc1cc(C)ccc1OCc1cc(C(=O)NCCN2CCOCC2)no1
10. Cc1ccc(CCNC(=O)CS(=O)Cc2nc(-c3ccccc3C)oc2C)cc1 (stereo not given)
11. CC(=O)Nc1ccc(S(=O)(=O)N2CCN(S(=O)(=O)c3cccs3)CC2)cc1
12. COc1ccc(NC(=O)CCCOc2cc(=O)n(C)c3ccccc23)c(OC)c1

Assay by compound	7	8	9	10	11	12
S2 tox	i	i	i	x	i	i
A549 viability	1%	11%	3%	-4%	1%	-5%
TGFb inhibitor	4%	4%	12%	u	3%	11%
Nrf2 activator	1.8%	0.2%	0.3%	4.9%	-0.1%	20%
MCF10A rerep	2%	12µM*	26%	x	1%	x
ATXN2 expr inh	9%	-31%	48%[activator]	x	0%	0%
IL-1B inflam inh	14	-3	-7	x	-3	x
HepG2 tox	-68%	4%	5%	-33%	1%	-30%
Nrf2 inh	2%	-26%	u	3%	-12%	u

13. CCc1nnc(NC(=O)C2CCC(CNc3c(N4CCCCC4)c(=O)c3=O)CC2)s1 (stereo not given)
14. CCCCCC(=O)NCc1c(C(F)(F)F)nn(C)c1N1CCOCC1
15. CCCNC(=O)C1(C)CCN(C(=O)c2ccc3snnc3c2)C1 (stereo not given)
16. COc1cc(Br)cc(/C=C/c2ccc3cccc(O)c3n2)c1OC
17. CC(=O)NCCC(=O)Nc1cc(S(=O)(=O)N2CCOCC2)ccc1N1CCOCC1
18. NC(=O)[C@H]1CC2(CC(c3cccc(NC(=O)[C@H]4CCC(=O)N4)c3)=NO2)CN1C(=O)c1ccccc1C(=O)c1ccccc1 (stereo not given in full)

Assay by compound	13	14	15	16	17	18
S2 tox	i	i	i	i	i	i
A549 viability	12%	-10%	x	-2%	-1%	3%
TGFb inhibitor	7%	6%	-2%	1%	13%	u
Nrf2 activator	0.2%	-0.7%	-0.8%	u	3.7%	0.5%
MCF10A rerep	1%	-3%	x	5%	3%	2%
ATXN2 expr inh	-3%	-5%	-1%	-21%	35%	1%
IL-1B inflam inh	-8	31	53	2	6	3
HepG2 tox	2%	3%	3%	-1%	8%	-3%
Nrf2 inh	-1%	-15%	x	-4%	11%	0%

19. CCOc1ccc(NC(=O)CN2C(=O)/C(=C3\SC(=S)N(C4CCS(=O)(=O)C4)C3=O)c3ccccc32)cc1 (stereo not given)
20. Cc1ccc(SCC(=O)Nc2ccc3oc(-c4ccccc4F)nc3c2)cc1
21. CCN(CC)CCCNC(=O)c1cc2nc(-c3ccccc3)cc(C(F)(F)F)n2n1
22. O=C(COc1ccc(F)cc1)Nc1nnc(-c2ccncc2)s1
23. CC(NC(=O)Nc1ccc([N+](=O)[O-])cc1)C(c1ccccc1)N1CCOCC1 (stereo not given)
24. CC1=Nc2ccc3ccccc3c2C1(C)C

Assay by compound	19	20	21	22	23	24
S2 tox	i	i	i	i	i	i
A549 viability	0%	0%	-2%	8%	-10%	0%
TGFb inhibitor	-16%	-2%	-3%	-14%	-4%	12%
Nrf2 activator	-0.3%	6.7%	7.1%	0.2%	0.1%	-0.4%
MCF10A rerep	-7%	x	1µM*	-182%[0.0737 µM]	-9%	2%
ATXN2 expr inh	6%	9%	-21%	-2%	6%[11.3 µM]	-10%
IL-1B inflam inh	7	x	-6	-17	-9	35
HepG2 tox	-34%	0%	-14%	-2%	-4%	10%
Nrf2 inh	0%	4%	-1%	u	1%	11%

Sorted by value in IL-1B inflam inh (highest first): 3 from the list above.
No. | compound | TGFb inhibitor | IL-1B inflam inh
21 | CCN(CC)CCCNC(=O)c1cc2nc(-c3ccccc3)cc(C(F)(F)F)n2n1 | -3% | -6
23 | CC(NC(=O)Nc1ccc([N+](=O)[O-])cc1)C(c1ccccc1)N1CCOCC1 (stereo not given) | -4% | -9
22 | O=C(COc1ccc(F)cc1)Nc1nnc(-c2ccncc2)s1 | -14% | -17

Later entries:
25. Cc1ccc(CNc2ccc(N3CCOCC3)c(Cl)c2)cc1
26. CCn1c(/C=C/c2cc(Br)ccc2O)nc2ccccc2c1=O
27. COc1ccc(N2CCN(C3CC(=O)N(C)C3=O)CC2)cc1 (stereo not given)
28. CCN(CC(=O)N1CCCC1)S(=O)(=O)c1ccc(F)cc1
29. Cc1cc(C)cc(NC(=O)CCN2CC(C)OC(C)C2)c1 (stereo not given)
30. CCn1ncc(Br)c1C(=O)Nc1ccc(C(=O)OC(C)C)cc1

Assay by compound	25	26	27	28	29	30
S2 tox	i	i	i	i	i	i
A549 viability	3%	7%	7%	5%	18%	-11%
TGFb inhibitor	-10%	10µM*	-8%	-3%	0%	-2%
Nrf2 activator	0.6%	u	-0.8%	0.2%	0.4%	4.2%
MCF10A rerep	5%	16µM*	2%	-1%	5%	u
ATXN2 expr inh	31%[activator]	u	-1%	4%	-1%	-8%
IL-1B inflam inh	-4	-58*	21	37	26	-23
HepG2 tox	1%	-43%	2%	-7%	0%	-44%
Nrf2 inh	21%	26%	18%	9%	22%	u

31. Cc1cccc(-c2n[nH]c(=S)n2/N=C/c2ccc(C)s2)c1
32. O=S(=O)(NCc1ccccn1)c1ccccc1
33. Cn1c(CNC(=O)c2ccco2)nnc1SCC(=O)N1CCN(c2ccccc2)CC1
34. COc1ccc2nc(N3CCCC(O)C3)c(C#N)cc2c1 (stereo not given)
35. Cc1cccc(NC(=S)NC2CCN(Cc3ccccc3)CC2)c1C
36. O=C(COC(=O)Cn1cc(C(F)(F)F)ccc1=O)Nc1ccc(Br)cc1F

Assay by compound	31	32	33	34	35	36
S2 tox	i	i	i	x	i	i
A549 viability	0%	-6%	-1%	14%	16%	1%
TGFb inhibitor	-8%	-5%	15%	14%	-15%	2%
Nrf2 activator	2.6%	0.0%	0.2%	7.2%	0.0%	-0.3%
MCF10A rerep	3%	-2%	2%	7%	5%	6%
ATXN2 expr inh	15%	8%	-7%	32%[activator]	-14%	-13%
IL-1B inflam inh	41	0	52	3	-8	-9
HepG2 tox	-24%	20%	5%	21%	-9%	-14%
Nrf2 inh	-9%	0%	-12%	u	-3%	3%

Compounds listed so far that have a furan ring, fused or not (three):
3. Cc1ccc(/C=N/n2c(C3CCCCC3)n[nH]c2=S)o1
8. O=C(Nc1ccc(NC(=O)c2sc3ccccc3c2Cl)cc1)c1ccco1
33. Cn1c(CNC(=O)c2ccco2)nnc1SCC(=O)N1CCN(c2ccccc2)CC1

Assay by compound	3	8	33
S2 tox	i	i	i
A549 viability	4%	11%	-1%
TGFb inhibitor	-2%	4%	15%
Nrf2 activator	-0.2%	0.2%	0.2%
MCF10A rerep	3%	12µM*	2%
ATXN2 expr inh	-12%	-31%	-7%
IL-1B inflam inh	-6	-3	52
HepG2 tox	-26%	4%	5%
Nrf2 inh	1%	-26%	-12%

Next section
37. O=C(NCc1cccc(Cl)c1)c1cc2c(s1)-c1ccccc1SC2
38. CC(=O)C1=C(C)NC(=O)NC1c1cc(Br)ccc1OCC(N)=O (stereo not given)
39. Cc1cccc(OC(=O)CSc2nnc(-c3cccs3)o2)c1C
40. CCc1nn(CC(=O)Nc2c(C)cc(C)cc2C)c(=O)c2cc3sccc3n12
41. Cc1cccc(N2CC(O)(c3cccs3)[N+]3=C2CCCCC3)c1 (stereo not given)
42. CCOC(=O)c1c(NC(=O)C2c3ccccc3Oc3ccccc32)sc(C(=O)N(CC)CC)c1C
43. CCOc1ccc(NC(=O)c2ccc(OC)cc2)cc1
44. CC1=C(C(=O)OC2CCCCC2)C(c2ccccc2)NC(=O)N1 (stereo not given)
45. COC(=O)c1ccc(NC(=O)CCN2CCN(c3ccccc3)CC2)cc1

Assay by compound	37	38	39	40	41	42	43	44	45
S2 tox	x	i	x	x	i	i	i	i	i
A549 viability	-26%	-4%	-1%	14%	2%	-12%	0%	1%	-10%
TGFb inhibitor	x	17%	36%[activator]	-1%	0%	u	0%	-13%	0%
Nrf2 activator	0.7%	-0.5%	-1.2%	0.3%	0.3%	0.9%	1.7%	0.3%	-0.2%
MCF10A rerep	x	-3%	x	x	-3%	6%	8%	2%	u
ATXN2 expr inh	x	-14%	x	x	-36%	-11%	35%[activator]	-13%	7%
IL-1B inflam inh	x	11	x	x	-5	-19	-8	-12	9
HepG2 tox	-29%	-22%	-2%	-8%	-8%	-1%	5%	18%	-42%
Nrf2 inh	u	x	u	17%	-15%	x	u	u	u

Bioassay records (PubChem)
